PKM2 activator: qHTS Assay for Activators of Human Muscle isoform 2 Pyruvate Kinase. purified PKM2, Kinase-Glo ATP luminescence, activation; response scale: 0% is enzyme alone, no compound. Potency, µM (doses to about 57.5 µM), for inactives: at the highest dose activation, most hits filed as activators. hit rate 0.34% among 260,000; note: potency is the fitted concentration of half-maximal effect; % is set by controls: 0 for no effect and ±100 for the full control effect; nearly all actives have a fitted effect of over 55% in size
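Purified hPK-M2 (>95%) run at intermediate activity with 0.1 mM ADP and 0.5 mM PEP in 50 mM imidazole pH 7.2, KCl, MgCl2; 1 h room temperature. ATP formed read by Kinase-Glo luminescence; normalized to uninhibited and no-enzyme controls.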
TSHR antag: Antagonists of the Thyroid Stimulating Hormone Receptor: HTS campaign | activity change, negative = inhibition, % at 11.5 µM | hit rate 0.2% among 330,000 | Thyrotropin receptor (Homo sapiens), P16473 | AID 504810, 2011 | TSHR-expressing cells, TSH-stimulated cAMP HTRF, 2 h; active compounds read low;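 active = activity change below a set negative limit, meaning inhibition stronger than a set level, cut at about -70% in these data; inconclusive = activity change between two set negative limits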; note: % is set by controls: 0 for no effect and ±100 for the full control effect
Target sequence (P16473 whole entry, looked up): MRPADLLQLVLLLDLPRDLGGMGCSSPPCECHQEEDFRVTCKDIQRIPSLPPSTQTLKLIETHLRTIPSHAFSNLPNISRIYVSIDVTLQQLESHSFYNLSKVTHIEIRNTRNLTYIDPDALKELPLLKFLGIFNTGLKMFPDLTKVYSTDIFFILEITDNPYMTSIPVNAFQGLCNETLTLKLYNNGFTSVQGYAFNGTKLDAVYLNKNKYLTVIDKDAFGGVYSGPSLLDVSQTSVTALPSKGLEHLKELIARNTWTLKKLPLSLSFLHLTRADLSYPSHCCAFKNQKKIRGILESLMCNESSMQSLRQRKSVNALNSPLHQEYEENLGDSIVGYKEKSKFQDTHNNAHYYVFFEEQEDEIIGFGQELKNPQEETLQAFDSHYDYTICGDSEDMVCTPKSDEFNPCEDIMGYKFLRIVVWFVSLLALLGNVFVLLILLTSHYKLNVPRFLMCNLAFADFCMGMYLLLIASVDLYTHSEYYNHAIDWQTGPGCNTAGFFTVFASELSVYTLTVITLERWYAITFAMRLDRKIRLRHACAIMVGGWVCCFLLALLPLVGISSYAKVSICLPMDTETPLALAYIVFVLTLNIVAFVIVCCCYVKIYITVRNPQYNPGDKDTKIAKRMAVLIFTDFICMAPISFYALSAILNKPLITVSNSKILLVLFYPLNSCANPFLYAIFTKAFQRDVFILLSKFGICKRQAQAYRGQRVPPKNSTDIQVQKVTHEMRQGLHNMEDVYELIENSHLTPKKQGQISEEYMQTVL
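Read-out is FRET at 665 nm (cryptate excitation 337 nm) from a cryptate-tagged anti-cAMP antibody, competed by cell cAMP against cAMP-d2. Compounds are tested on freshly harvested TSHR cells challenged with 4nM TSH (EC80) for 2 hours at 37 deg C.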
MBNL1 CUG block: qHTS Assay for Inhibitors of MBNL1-poly(CUG) RNA binding; AID 2675, 2010; Muscleblind-like protein 1 (Homo sapiens), Q9NR56; Potency, µM (series often up to 57.5 µM), for inactives: at the top dose activity change, negative = inhibition, hits mostly inhibitors; TR-FRET MBNL1-His/biotin-(CUG)12 binding, 665/545 ratio; hit rate 0.036% among 280,000; active = well fitted inhibition curve with a large enough effect in the signal ratio, with a control signal flat, not every such curve was filed as active; inconclusive = small, poorly fitted or top-dose-only effect, or effect the other way, or a change in a side signal; inactive = no such curve, though single readings can be large or run the other way; the % refers to the signal ratio; note: potency is the fitted concentration of half-maximal effect; % is set by controls: 0 for no effect and ±100 for the full control effect
Target sequence (Q9NR56 whole entry, looked up): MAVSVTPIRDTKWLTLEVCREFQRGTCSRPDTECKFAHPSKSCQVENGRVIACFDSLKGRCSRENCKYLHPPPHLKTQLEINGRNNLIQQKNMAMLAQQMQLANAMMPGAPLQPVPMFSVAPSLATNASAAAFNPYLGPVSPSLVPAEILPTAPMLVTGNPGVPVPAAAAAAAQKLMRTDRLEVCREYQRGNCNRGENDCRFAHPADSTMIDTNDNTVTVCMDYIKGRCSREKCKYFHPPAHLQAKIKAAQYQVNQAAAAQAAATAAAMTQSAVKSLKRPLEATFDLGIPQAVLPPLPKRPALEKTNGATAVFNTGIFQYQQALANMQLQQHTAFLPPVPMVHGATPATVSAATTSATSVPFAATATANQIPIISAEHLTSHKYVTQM
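TR-FRET readout: Ex 340 nm, 665/545 nm emission ratio, normalized to buffer-only (basal) and MBNL1-(CUG)12 controls. Complex of MBNL1-His with Biotin-(CUG)12, compounds 92 nM–58 uM, incubated 60 min at room temperature.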
hERG WT inh: qHTS for Inhibitors of KCHN2 3.1: Wildtype qHTS. AID 720551, 2013. Voltage-gated inwardly rectifying potassium channel KCNH2 (Homo sapiens), Q12809. hit rate 0.37% among 340,000. U2OS, BacMam KCNH2, thallium flux FluxOr; active compounds read low. activity change, % at 1.84 µM;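 active = maximum activity change below -70%; inconclusive = maximum activity change between -70% and -50%; inactive = maximum activity change above -50%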; note: % is set by controls: 0 for no effect and ±100 for the full control effect
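U2OS cells transduced with wild-type KCNH2 virus are loaded with FluxOr dye for 45 min, and thallium flux is measured in kinetic reads before and after stimulation buffer. Rate constants are normalized to DMSO controls.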
GALK inh: qHTS Assay for Inhibitors of Human Galactokinase (GALK); Purified GALK, Kinase-Glo residual ATP luminescence; P51570; Potency, µM (series often up to 57.5 µM), inactives show at the top dose activity change, negative = inhibition, actives largely listed as inhibitors; hit rate 0.007% among 270,000; note: potency is the fitted concentration of half-maximal effect; % is set by controls: 0 for no effect and ±100 for the full control effect
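Quantitative HTS: GALK 5 nM, ATP 35 uM, galactose 100 uM, 1 h room temperature, then luciferase-based ATP detection.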
Eya2 inh: qHTS Assay for Inhibitors of the Phosphatase Activity of Eya2. Protein phosphatase EYA2 (Homo sapiens), O00167. recombinant Eya2, OMFP fluorescence dephosphorylation (OMFP is methylfluorescein phosphate). Potency, µM (top dose mostly 76.9 µM), for the others: top-dose activity, negative = inhibition, actives largely listed as inhibitors. hit rate 0.006% among 330,000; note: potency is the fitted concentration of half-maximal effect; % is set by controls: 0 for no effect and ±100 for the full control effect
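Eya2 (0.2 uM) preincubated 10 min at ambient with compound, then OMFP substrate added at 50 uM; 10 min reaction in 50 mM HEPES pH 7.5, 50 mM NaCl, 5 uM MgCl2, 0.05% BSA, 1 mM DTT. Fluorescence read at Ex 485/Em 525 nm.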
S-ASM inh: Inhibitors of Secretory Acid Sphingomyelinase (S-ASM): qHTS; Sphingomyelin phosphodiesterase (Homo sapiens), P17405; Potency, µM (series often up to 57.5 µM), inactives show at the top dose activity change, negative = inhibition, usual class: inhibitors; hit rate 0.006% among 340,000; placental ASM, HMU-PC fluorogenic substrate, 60 min; AID 504937, 2011; note: potency is the fitted concentration of half-maximal effect
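qHTS format. ASM enzyme prepared from human placenta hydrolyses the fluorogenic substrate HMU-PC0 (9 uM final) over 60 min at 37 °C after a 10 min compound preincubation.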
USP2a block: qHTS Assay for Inhibitors of Ubiquitin-specific Protease USP2a Using CHOP2 as the Reporter | Ubiquitin carboxyl-terminal hydrolase 2 (Homo sapiens), O75604 | USP2 core, Ub-CHOP2 coupled fluorogenic reporter, 485/531 | Potency, µM (highest dose often 38.3 µM), without a hit: top-dose activity change, negative = inhibition, hits mostly inhibitors | hit rate 0.01% among 330,000;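 note: potency is the fitted concentration of half-maximal effect; plate controls were DMSO wells for no effect and full inhibition by NEM control for full effect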
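Cell-free coupled assay: 10nM USP2 core preincubated 30min RT with compound in Tris-HCl pH 8.0/CaCl2/CHAPS buffer, then 25nM Ub-CHOP2 and 25nM reporter substrate; fluorescence (Ex 485/Em 531) read after 60min RT, normalized to NEM inhibition, concentration-response curves fitted.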
Mito fusion act: qHTS Assay for Small Molecule Inhibitors of Mitochondrial Division or Activators of Mitochondrial Fusion. S. cerevisiae fusion-defective mutant growth rescue, CellTiterGlo 48 h. Potency, µM (series often up to 46.1 µM), inactives show top-dose growth rescue (activation), usual class: activators. hit rate 0.23% among 320,000;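 note: potency is the fitted concentration of half-maximal effect; % of control where 0% means no effect; nearly all actives have a fitted effect of over 45% in size; temperature-sensitive fusion mutants such as fzo1-1 at 37 °C on non-fermentable ethanol glycerol medium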
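Compounds are tested for their ability to restore growth of mitochondrial fusion-defective yeast strains at non-permissive 37C in YPEG medium over 48 hours. Viability is quantified by luciferase luminescence.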
Menin-MLL TR inh: qHTS Assay for Inhibitors Targeting the Menin-MLL Interaction in MLL Related Leukemias: Competition With Texas Red Labeled MLL-derived Mutant Peptide | O00255 | Menin + Texas Red MLL mutant peptide, fluorescence polarization | Potency, µM (doses to about 61.6 µM), without a hit: at the highest dose FP activity change, negative = inhibition, most hits filed as inhibitors | hit rate 0.23% among 270,000; active = well fitted inhibition curve with a large enough effect in the polarisation, with a control signal flat, not every such curve was filed as active; inconclusive = small, poorly fitted or top-dose-only effect, or effect the other way, or a change in a side signal; inactive = no such curve, though single readings can be large or run the other way; the % refers to the polarisation; note: potency is the fitted concentration of half-maximal effect; % of control where 0% means no effect; many of its hits are not listed in these tables
BCR signal inh: qHTS Assay to Find Inhibitors of Chronic Active B-Cell Receptor Signaling; ABC-DLBCL IkBa-CBG/CBR reporter, luminescence ratio, 4 h; Potency, µM (top dose mostly 46.1 µM), for the others: top-dose ratio change, negative = lower green/red ratio, actives largely listed as inhibitors; hit rate 0.05% among 340,000; AID 493014, 2011; active = well fitted inhibition curve with a large enough effect in the signal ratio, with a control signal flat, not every such curve was filed as active; inconclusive = small, poorly fitted or top-dose-only effect, or effect the other way, or a change in a side signal; the % refers to the signal ratio;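 note: potency is the fitted concentration of half-maximal effect; plate controls were basal doxycycline-induced cells for no effect and cells given 10 µM MG132 for full effect; MG132 reads +100%, hits lower the ratio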
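TMD8 human ABC-DLBCL cells with doxycycline-inducible IκBα–green luciferase fusion and unfused red luciferase, in 0.5% FBS medium; compounds up to 46 uM, 4 h at 37C. Green/red luminescence ratio, filter-overlap corrected, fitted to concentration-response curves.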
* hit, by the source's call; ? = inconclusive; / = not tested or not shown; [ ] = another dose, or the depositor's remark. Unless noted, calls come from the whole dose curve; as a rule, active = well fitted curve in the direction sought with a large enough effect; inconclusive = small, poorly fitted or top-dose-only effect, or another doubt; inactive = no such curve, though single readings can be large; an effect the other way counts as inactive or inconclusive. Only part of the results is shown, so the mix of outcomes need not match the whole.

SMILES	PKM2 activator	TSHR antag	MBNL1 CUG block	hERG WT inh	GALK inh	Eya2 inh	S-ASM inh	USP2a block	Mito fusion act	Menin-MLL TR inh	BCR signal inh
COc1cc(C(=O)NCc2ccc(S(N)(=O)=O)cc2)ccc1OCC(=O)Nc1cccc(C(F)(F)F)c1	/	-2	/	3	/	-1%	-4%	2%	-3%	/	-5%
CC(Oc1ccccc1)C(=O)NNC(=O)c1ccccn1 (stereo unspecified)	-2%	4	-12%	-1	1%	1%	-1%	0%	6%	-1%	?
O=C(CNC(=O)c1cccs1)NCC(=O)OCc1c(Cl)cccc1Cl	2%	1	-7%	-3	1%	-18%	3%	1%	0%	-13%	?
CN1CCN(C(=O)NC2CCCN2S(=O)(=O)c2ccc(Cl)cc2)CC1 (stereo unspecified)	2%	7	6%	3	-1%	9%	1%	-2%	-8%	14%	1%
O=c1c2ccccc2nc2sc3ccccc3n12	-5%	-13	-14%	1	3%	-20%	0%	-2%	10%	18%	?
O=C(Nc1c(F)cc(F)cc1Br)c1cccnc1	2%	27	-1%	1	-3%	17%	0%	1%	1%	-14%	-2%
C=CCSc1nnc(-c2c[nH]c3ccccc23)n1CC	11%	9	-7%	7	1%	-3%	2%	1%	0%	-5%	-2%
O=C1/C(=C/c2ccccc2)NC(=S)N1C(c1ccccc1)c1ccccc1	12%	10	11%	-5	1%	?	180%[activator]	2%	1%	-18%	-4%
COc1ccc(O)c(-c2[nH]ncc2C(=O)c2ccccc2C)c1	-2%	-13	0%	7	7%	3%	3%	-1%	5%	12%	2%
CC1CCN(S(=O)(=O)c2ccc(C(=O)NC3CCS(=O)(=O)C3)cc2)CC1 (stereo unspecified)	/	-2	/	-3	/	7%	0%	-1%	-2%	/	6%
CC(CC(=O)O)CC(=O)Nc1ccc(Br)cc1 (stereo unspecified)	-3%	4	/	-3	-2%	0%	2%	1%	-3%	/	-10%
C/C(=N\NC(=O)c1ccc2nc[nH]c2c1)c1ccc([N+](=O)[O-])cc1	24%	18	?	/	/	8%	/	-2%	6%	/	-1%
CC(C)=CCN1CCN(CCC2=C(C)CCCC2(C)C)CC1CCO (stereo unspecified)	-1%	-10	-2%	2	-3%	8%	-3%	12%	3%	?	-1%
COc1ccc(N2C(C(C)=O)=NN(c3ccccc3)C2c2cccs2)cc1 (stereo unspecified)	3%	11	9%	/	5%	4%	/	1%	2%	-3%	17%
CCc1cc(=O)[nH]c(SCC(=O)NCc2ccc3c(c2)OCO3)n1	/	-10	/	2	/	15%	3%	2%	-4%	/	-8%
C(=C\c1ccc(/C=C/c2ccccc2)nn1)/c1ccccc1	2%	-6	1%	/	3%	-10%	/	4%	-2%	?	1%
C/C(NCCN1CCOCC1)=C(\C#N)C(N)=O	-9%	0	2%	-2	0%	-23%	-1%	1%	-3%	8%	?
CC(C)CC(=O)NC(=S)Nc1ccc(N2CCOCC2)cc1	-3%	-4	11%	-11	1%	1%	-2%	0%	-7%	-10%	6%
CSc1ccccc1NC(=O)CN(C1CCCCC1)S(C)(=O)=O	6%	-6	2%	-2	0%	-27%	4%	1%	-2%	-1%	-6%
Cc1nc2scc(C)n2c(=O)c1S(=O)(=O)N1CCN(c2ccccc2F)CC1	/	-1	-7%	-9	0%	-1%	-5%	-5%	4%	11%	-15%
COc1cc2nc(C3CC3)n(NC(=O)c3ccc(Cl)cc3)c(=O)c2cc1OC	1%	-3	-11%	1	0%	14%	-6%	1%	-1%	5%	-1%
O=C(NCc1ccc(Cl)cc1)c1csc(-c2cccnc2)n1	17%	-9	4%	-2	-1%	15%	-7%	0%	3%	/	-5%
COC(=O)C1=NNC2C(=O)N(C3CCCCC3)C(=O)C12 (stereo unspecified)	2%	2	8%	-2	6%	-3%	-1%	3%	0%	18%	5%
CCOC(=O)C1CCCN(C(=O)c2cccc(N3C(=O)c4ccccc4C3=O)c2)C1 (stereo unspecified)	/	2	/	-1	/	-2%	2%	0%	0%	/	-1%
O=C1c2cccnc2C(=O)N1Cc1ccccc1	2%	-7	34%[activator]	1	-1%	-9%	2%	0%	-3%	-8%	8%
CC(C)N(C(=O)COC(=O)Cn1cnc2ccccc21)c1ccccc1	/	-8	/	-6	/	-24%	-1%	2%	-3%	/	5%
COc1ccc(C(=O)NNC(=O)CSc2nc(C(C)C)nc3ccccc23)cc1	0%	-10	14%	5	-4%	-11%	-1%	0%	21%	-7%	-14%
CN(C(=O)CSc1nnc(C2CC2)n1C1CC1)C1(C#N)CCCCC1	/	10	/	-1	/	-10%	5%	1%	-2%	/	2%
O=C(Nc1ccc(-n2ccnc2P(=O)(O)c2ccccc2)cc1)c1ccccc1Cl	-5%	3	10%	-1	0%	-3%	3%	2%	-1%	/	9%
COC(=O)C(O)(CC(=O)Nc1ccc(Cl)cc1Cl)C(F)(F)F (stereo unspecified)	0%	-3	4%	-11	-1%	-20%	-3%	1%	-1%	-14%	7%
O=C(Nc1ccc2c(c1)OCCO2)N1CCN(Cc2ccccc2)CC1	6%	-6	-6%	-13	1%	-9%	-1%	11%	6%	12%	5%
Fc1ccc(CSc2ccc(-c3ccc4c(c3)OCO4)nn2)cc1	-1%	-3	-4%	17	0%	7%	-4%	5%	2%	?	-2%
CC(=O)NCCCC(=O)NNC1CC(=O)N(c2cccc(Cl)c2)C1=O (stereo unspecified)	1%	2	6%	-3	1%	8%	-1%	1%	-4%	/	3%
COC(=O)C1(C)NC(c2ccccc2C)C2C(=O)N(c3ccc(F)cc3)C(=O)C21 (stereo unspecified)	-3%	-4	-8%	-4	1%	3%	1%	0%	2%	12%	0%
CC(C)CC(=O)n1sc(NC(=O)c2ccccc2)nc1=O	1%	-4	-9%	1	3%	-8%	-1%	0%	7%	6%	?
CC(CO)(CO)NC(=O)c1ccc(=O)[nH]n1	5%	-1	-1%	2	0%	5%	-2%	1%	-1%	/	0%
O=C1COc2ccc(C(=O)COC(=O)c3ncc(Cl)c(Cl)c3Cl)cc2N1	/	9	/	5	/	-4%	0%	1%	-3%	/	7%
Cc1cnc(CNC(=O)CC2C(=O)NCCN2Cc2cccc(F)c2F)cn1 (stereo unspecified)	/	18	8%	-7	-8%	7%	8%	4%	0%	0%	1%
FC(F)Sc1ccc(-n2cc(-c3ccc(Cl)cc3)[n+]3c2CCC3)cc1	-9%	6	-5%	22	0%	-8%	-1%	5%	-18%	-27%	-1%
N#CCCn1ncc2ccccc21	-9%	4	-6%	-38	3%	15%	2%	-3%	-8%	1%	5%
CC(C)(C)C(=O)Nc1sc2c(c1C#N)CCCCC2	-12%	23	-12%	-4	-1%	-9%	-1%	-3%	0%	-29%	8%

An excerpt of these results, with two lines to a compound:
The line under a structure holds: PKM2 activator	TSHR antag	MBNL1 CUG block	hERG WT inh	GALK inh	Eya2 inh	S-ASM inh	USP2a block	Mito fusion act	Menin-MLL TR inh	BCR signal inh
COC(=O)C1(C)NC(c2ccccc2C)C2C(=O)N(c3ccc(F)cc3)C(=O)C21 (stereo unspecified)
→ -3%	-4	-8%	-4	1%	3%	1%	0%	2%	12%	0%
CC(C)CC(=O)n1sc(NC(=O)c2ccccc2)nc1=O
→ 1%	-4	-9%	1	3%	-8%	-1%	0%	7%	6%	?
